Bioassay records as filed in PubChem.
TRb SRC2 PPI: TRbeta-SRC2 interaction inhibition. AID 1469. Potency, µM (highest dose often 106 µM), without a hit: at the highest dose activity change, negative = inhibition, actives largely listed as inhibitors. TRbeta-SRC2 peptide binding, fluorescence polarization; receptor liganded with 1 µM T3. P10828. 0.065% of 280,000 active;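 also: potency is read from the fitted curve at half-maximal effect; plate controls were bound peptide for no effect and peptide without receptor for full effect; nearly all actives have a fitted effect of over 50% in size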
Target sequence (P10828 whole entry, looked up): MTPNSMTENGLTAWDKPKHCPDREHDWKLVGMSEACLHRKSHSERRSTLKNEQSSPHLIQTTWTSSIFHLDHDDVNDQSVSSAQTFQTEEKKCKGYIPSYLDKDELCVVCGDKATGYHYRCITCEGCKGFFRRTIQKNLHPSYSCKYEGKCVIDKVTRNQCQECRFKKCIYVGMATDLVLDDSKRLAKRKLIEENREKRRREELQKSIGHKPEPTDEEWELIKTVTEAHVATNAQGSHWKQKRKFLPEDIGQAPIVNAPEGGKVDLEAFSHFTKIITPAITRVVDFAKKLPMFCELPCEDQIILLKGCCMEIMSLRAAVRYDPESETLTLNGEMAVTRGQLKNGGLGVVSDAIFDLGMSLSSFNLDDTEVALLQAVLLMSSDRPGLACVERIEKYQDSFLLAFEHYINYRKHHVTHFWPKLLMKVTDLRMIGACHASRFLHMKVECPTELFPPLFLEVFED
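Each compound concentration gave % activity, normalized to unbound and bound Texas Red SRC2 controls, from polarization read after 5 hr ambient incubation with T3-loaded human TRb LBD.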
NPSR antag: antagonists of human neuropeptide S receptor cAMP signaling; Q6W5P4; CHO-NPSR cells, cAMP TR-FRET, antagonist mode; Potency, µM (top dose mostly 38.3 µM), for inactives: at the highest dose activity change, negative = inhibition, usual class: inhibitors; 1% of 220,000 active; also: potency is read from the fitted curve at half-maximal effect; % is scaled to controls: 0 for no effect and ±100 for the full control effect; nearly all actives have a fitted effect of over 50% in size; many of its hits are not listed in these tables
Target sequence (Q6W5P4 whole entry, looked up): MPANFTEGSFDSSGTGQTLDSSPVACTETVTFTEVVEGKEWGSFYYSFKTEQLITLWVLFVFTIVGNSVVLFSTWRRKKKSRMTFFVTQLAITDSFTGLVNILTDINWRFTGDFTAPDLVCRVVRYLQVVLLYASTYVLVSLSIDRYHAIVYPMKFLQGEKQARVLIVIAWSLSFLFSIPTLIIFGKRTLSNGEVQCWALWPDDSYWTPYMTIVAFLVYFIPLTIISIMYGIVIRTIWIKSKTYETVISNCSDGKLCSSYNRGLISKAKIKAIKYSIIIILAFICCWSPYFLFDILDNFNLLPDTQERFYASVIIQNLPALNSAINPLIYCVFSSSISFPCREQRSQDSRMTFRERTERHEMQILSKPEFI
Tau fluor cs: counter-screen for tau fibril formation inhibitors; tau K18 P301L (four-repeat tau fragment) Alexa594 fluorescence, heparin fibrillization; Potency, µM (highest dose often 57.7 µM), for inactives: at the top dose activity change, negative = decrease; 0.93% of 280,000 active; AID 1463; also: potency is read from the fitted curve at half-maximal effect; % is scaled to controls: 0 for no effect and ±100 for the full control effect; nearly all actives have a fitted effect of over 55% in size
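Human K18 P301L tau (15 uM unlabeled plus 0.24 uM Alexa 594-labeled, final) in 100 mM sodium acetate pH 7 was mixed with compound and 20 uM heparin and incubated 6 hr at 37 C.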
TexasRed fluor: alters Texas Red total fluorescence, flagging assay interference. TRb/SRC2 Texas Red total fluorescence interference. Potency, µM (top dose mostly 106 µM), for inactives: at the highest dose fluorescence change, negative = quenching. 0.29% of 280,000 active. AID 1479; active = well fitted curve in either direction with a large enough effect; inconclusive = small, poorly fitted or top-dose-only effect; also: potency is read from the fitted curve at half-maximal effect; % is scaled to controls: 0 for no effect and ±100 for the full control effect
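Flags fluorescent or light-absorbing compounds by total fluorescence, S + 2P, at 555 nm excitation and 632 nm emission. Mixture: 20 nM Texas Red SRC2 peptide, 0.6 uM human TRb LBD, 1 uM T3, 5% DMSO; compound exposure 5 h at ambient temperature.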
Tau FP inhib: blocks human tau fibril formation measured by polarization. P10636. 0.39% of 280,000 active. K18 P301L tau heparin fibrillization, Alexa594 FP, 6 h. Potency, µM (highest dose often 57.7 µM), without a hit: top-dose activity, negative = inhibition, usual class: inhibitors; also: potency is read from the fitted curve at half-maximal effect; % is scaled to controls: 0 for no effect and ±100 for the full control effect; nearly all actives have a fitted effect of over 55% in size
Target sequence (P10636 561-689 P618L limits assumed): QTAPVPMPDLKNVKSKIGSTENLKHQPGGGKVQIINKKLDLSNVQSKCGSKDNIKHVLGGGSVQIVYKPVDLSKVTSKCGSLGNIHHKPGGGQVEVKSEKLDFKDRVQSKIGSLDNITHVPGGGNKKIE
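Read-out: fluorescence polarization of Alexa 594-labeled tau (0.24 uM), 555 nm excitation, 632 nm emission. Mixtures held 15 uM unlabeled K18 P301L, compound and 20 uM heparin, pH 7 acetate buffer, incubated 6 hr at 37 C.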
Epigenetic derep: epigenetic control regulation, reporter derepression | 0.2% of 280,000 active | AID 1865 | Potency, µM (highest dose often 53.9 µM), without a hit: at the highest dose GFP activation, most hits filed as activators | murine LDR cells, GFP reporter derepression, 30 h; also: potency is read from the fitted curve at half-maximal effect; % of control where 0% means no effect; nearly all actives have a fitted effect of over 60% in size
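GFP-positive cell count by laser-scanning cytometry (objects 20–120 um) after 30 h, 37 C compound exposure of murine LDR cells; reporter is CMV-GFP integrated at a silenced locus, inducible by HDAC or DNMT inhibitors.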
GLA spleen mod: inhibits or activates alpha-galactosidase in human spleen homogenate. Potency, µM (titrated, usually from 80 µM), for inactives: top-dose activity change, negative = inhibition, actives largely listed as inhibitors. human spleen homogenate, 4MU-alpha-Gal fluorescence, 40 min. P06280. 0.008% of 240,000 active;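 also: potency is read from the fitted curve at half-maximal effect; 0% = enzyme with vehicle and -100% = no enzyme basal signal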
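Fluorogenic readout (Ex 365/Em 440 nm) of 4-methylumbelliferone released from 1 mM 4-MU-alpha-galactoside by spleen homogenate, 40 min at 37C, pH 5.0. Data normalized to no-enzyme and enzyme controls; Hill-equation AC50 from compound titrations.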
CBFb-RUNX1 inh: blocks binding between human CBF-beta and RUNX1. 230,000 tested, under 10 active. AID 1477. Potency, µM (series often up to 59.8 µM), inactives show at the highest dose activity, negative = inhibition, hits mostly inhibitors. AlphaScreen CBFb-His/RUNX1-biotin binding, biochemical; also: % of control where 0% means no effect
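AlphaScreen binding: CBFb-His and RUNX1-biotin (30 nM each) preincubated 20 min, compound added for 15 min, then nickel and streptavidin beads for 90 min, all at room temperature. Disruption of the interaction by any mechanism counts as activity.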
* marks the source's active call; other numbers are inactive results; ? = inconclusive; / = not tested or not shown; & = joins results of further samples; [ ] = remark or other dose. Unless noted, calls follow the shape of the dose curve; as a rule, active = well fitted curve in the direction sought with a large enough effect; inconclusive = small, poorly fitted or top-dose-only effect, or another doubt; inactive = no such curve, though single readings can be large; an effect the other way counts as inactive or inconclusive.

nr	Compound	TRb SRC2 PPI	NPSR antag	Tau fluor cs	TexasRed fluor	Tau FP inhib	Epigenetic derep	GLA spleen mod	CBFb-RUNX1 inh
1	CCC(=O)c1cc(F)ccc1OCC(=O)N1CCN(c2ccc(F)cc2)CC1	-4%	-17%	-12%	5%	2%	-0.4%	6%	12%
2	CCCCN(C)Cc1c(C)[nH]c2ccc(C)cc2c1=O	5%	0%[46.1 µM]	-10%	-2%	-2%	-0.1%	-6%	8%
3	COc1ccc(NC(=O)CSC2=Nc3ccccc3C3=NC(CC(=O)NCc4ccco4)C(=O)N23)cc1 (stereo not given)	1%	/	-5%	-3%	0%	-1.3%	/	/
4	CCN(CC)c1ccc(NC(=O)CCS(=O)(=O)c2ccc3c(c2)oc(=O)n3C)c(C)c1	-7%	/	-7%	-17%	-6%	-1.3%	/	/
5	C=CC[n+]1c(/C=C2\C=Cc3cc(C)ccc3N2CC)ccc2ccccc21	5%	-54%	14µM*[fluorescent]	-1%	-2%	1.3%	2%	-27%
6	CC1(OC(=O)C2CCCC2)C(=O)C=C2C=C3CCCN3C=C2C1=O (stereo not given)	5%[11.2 µM]	/	-10%[11.6 µM]	-3%[11.2 µM]	-6%[11.6 µM]	/	-4%[17.5 µM]	4%[13.1 µM]
7	N#CC1=C(N)Oc2c(ccc3ccccc23)C1c1cccs1 (stereo not given)	-1%	?	?	-1%	-9%	6.5%	7%	-8%
8	COc1ccc(C(=O)C[n+]2ccc(-c3nnc4n3CCC4)cc2)cc1	4%	-2%[46.1 µM]	-2%	-1%	-2%	1.0%	1%	-2%
9	O=c1[nH]c2ccc(NS(=O)(=O)c3ccc(F)cc3)cc2s1	0%	/	-7%	-6%	-1%	1.7%	/	/
10	CC(C)CN1CCN(CC#Cc2ccccc2)CC1CCO (stereo not given)	13%[53 µM]	-4%	-14%	-3%[53 µM]	-15%	3.4%	12%	12%
11	Nc1nc(-c2ccco2)nn1S(=O)(=O)c1ccc(Cl)cc1	2%	2%	-17%	0%	?	0.0%	-10%	-3%
12	COc1ccc(Nc2nc(S(=O)(=O)c3ccc(C)cc3)c(Cl)s2)cc1	15%	-28%	10µM*[quencher]	-2%	4%	0.0%	-15%	-20%
13	COc1ccc(C(=O)c2c[nH]c(C(=O)NCc3ccco3)c2)cc1	6%	-16%[46.1 µM]	-4%	-8%	-11%	0.0%	5%	-2%
14	O=C(NCCN1CCOCC1)c1cc(-c2ccc(Cl)cc2)on1	7%	-5%[46.1 µM]	-6%	0%	-5%	-1.0%	-6%	1%
15	O=C(Nc1ccc(OC(F)(F)F)cc1)c1[nH]ncc1[N+](=O)[O-]	0%	-1%	-13%	-1%	4%	-3.0%	-2%	4%
16	CCC1CCCCN1CCCNC(=O)Cn1nc(-c2ccc(C)cc2)ccc1=O (stereo not given)	-10%	1%[46.1 µM]	2%	-6%	1%	-1.1%	2%	2%
17	CC(=O)c1c(OC(=O)c2ccccc2)c2ccccc2n1C	-6%	-29%[46.1 µM]	-8%	-2%	-2%	-1.5%	-28%	6%
18	Brc1ccc(Oc2nsnc2N2CCOCC2)cc1	-3%	-1%[46.1 µM]	-4%	-8%	1%	-2.1%	?	-28%
19	COC(=O)/C(C#N)=C/c1c(Oc2cccc(C)c2C)nc2ccccn2c1=O	-4%	-1%	-2%	-3%	?	16%	-3%	15%
20	CCC1=NN2C(=N)/C(=C\c3cccn3-c3ccc(Cl)cc3)C(=O)N=C2S1	-6%	-46%	-6%	-1%	-11%	2.1%	4%	-6%
21	CCOC(=O)C1=C(CS(=O)(=O)c2ccccc2)NC(=O)NC1c1ccc(O)c(OC)c1 (stereo not given)	1%	0%	1%	-2%	1%	-2.1%	0%	-9%
22	CC(C)(C)c1[nH]c2ccccc2c1/C=N/O	3%	2%[46.1 µM]	-13%	-5%	0%	-0.3%	-3%	-4%
23	COc1ccc(NC(=O)Nc2ccc(N3CCCC3=O)cc2)cc1OC	5%	-3%[46.1 µM]	-21%	-5%	9%	-1.8%	-19%	1%
24	CCC/C(O)=C1\C(=O)CCCC1=NCCCCCC(=O)O	-1%	7%[46.1 µM]	1%	0%	4%	-0.7%	10%	-2%
25	COC(=O)c1cn(NC(=O)c2cc(OC)c(OC)c(OC)c2)c(=O)c2ccccc12	0%	-14%[46.1 µM]	-2%	-2%	-6%	0.0%	-7%	-5%

Continued:
nr	Compound	TRb SRC2 PPI	NPSR antag	Tau fluor cs	TexasRed fluor	Tau FP inhib	Epigenetic derep	GLA spleen mod	CBFb-RUNX1 inh
26	Cc1sc(NC(=S)NC(=O)c2ccco2)c(C(N)=O)c1C	-5%	-9%	-11%	2%	-2%	2.4%	4%	3%
27	Nc1ccc(S(=O)(=O)Nc2nccc(/C=C/c3ccc(Br)s3)n2)cc1	-3%	-5%	-21%	-7%	?	-2.4%	-3%	3%
28	Cc1ccc(C)c(OCC(=O)Nc2c[nH]c(=O)[nH]c2=O)c1	-10%	15%	-5%	1%	-12%	-1.1%	3%	7%
29	COc1ccccc1/C=C/C(=O)OCCCN(C)C	-1%	10%	4%	0%	1%	3.5%	-7%	10%
30	Cc1ccc(Cl)cc1NC(=O)N1CCC2(CC1)Oc1ccccc1C(=O)N2Cc1ccccc1F	-5%	/	-23%	35µM*[quencher]	-5%	2.7%	/	/
31	Cc1cc(S(=O)(=O)N2CCN(c3ccc(F)cc3)CC2)c(C)s1	1%	-18%[46.1 µM]	-22%	1%	9%	0.8%	-3%	4%
32	COc1cc2nc(NC(=O)c3ccc(S(=O)(=O)N4CCCC4)cc3)sc2cc1OC	1%	/	-14%	-1%	-6%	-1.1%	/	/
33	Cc1cc(Nc2ccccc2C(=O)O)n(-c2cccc(Cl)c2)n1	1%	13%	-8%	-2%	-4%	2.5%	0%	-2%
34	CCCC(=O)Nc1ccc(NC(=O)Cc2ccccc2)cn1	-2%	1%[46.1 µM]	4%	-5%	10%	-2.6%	-7%	0%
35	NC(=O)Nn1c(CCC(=O)O)ccc1-c1ccc(Cl)cc1	4%	13%	-4%	-2%	-1%	0.0%	-1%	2%
36	CC1CCc2nn(CC(=O)NCc3ccco3)cc2C1 (stereo not given)	-2%	6%	-2%	-1%	-1%	0.0%	-2%	2%
37	COc1ccccc1NC(=S)N(CCc1ccc(OC)c(OC)c1)Cc1ccccn1	-4%	-17%	-19%	1%	4%	2.2%	-8%	-4%
38	CC(C)Cn1c(S(=O)(=O)O)nc2ccccc21	0%	12%	1%	-5%	7%	-1.8%	9%	3%
39	O=C(c1ccc([N+](=O)[O-])cc1)N1CCSC1c1ccc(Br)cc1 (stereo not given)	-4%	-6%	-22%	-3%	3%	-1.5%	-14%	-7%
40	COc1ccc(NC(=O)CC2C(=O)N(Cc3cccs3)C(=S)N2C(C)C)cc1 (stereo not given)	-7%	-18%	?	1%	-9%	-1.9%	-17%	9%
41	Cc1cc(C)nc(NC(=O)CSc2nnnn2-c2ccccc2)n1	2%	-5%[46.1 µM]	-3%	-4%	1%	0.2%	-6%	0%
42	Cn1cccc1-c1nc2ccc(NC(=O)c3cccs3)cc2[nH]1	-8%	-7%[46.1 µM]	?	-5%	6%	-0.8%	-3%	-23%
43	CCc1ccc(C2CC(=O)c3c([nH]c(C(=O)OC4CCCCCC4)c3C)C2)cc1 (stereo not given)	3%	/	3%	-3%	-1%	7.7%	/	/
44	CC1(C)CSC(=NCc2ccccc2)N1C(=O)c1cccc([N+](=O)[O-])c1	-4%	5%	-9%	1%	6%	-1.1%	3%	8%
45	COC(=O)c1ccc(NC(=S)NC2c3ccccc3CC2O)cc1 (stereo not given)	4%	26%	-26%	-2%	-12%	1.7%	-7%	1%
46	O=C1c2ccccc2C(=O)N1c1ccc(Br)c2cccnc12	-4%	-5%	0%	-1%	5%	-0.5%	-2%	0%
47	Cc1ccc(N2C(=O)CSC23C(=O)N(CC(=O)NCCc2ccccc2)c2ccccc23)cc1 (stereo not given)	0%	/	-18%	-22%	-8%	-2.9%	/	/
48	Cc1nc2oc3c(=O)[nH]cnc3c2c2c1COC(C)(C)C2	-6%	-14%	-11%	-2%	-7%	-1.2%	?	-6%
49	CCc1c(C)sc(NC(=S)N2CCN(CC)CC2)c1C(=O)OC	-5%	-19%	-21%	-3%	0%	2.1%	4%	-4%
50	C(=C\c1ccccc1)/CSc1nnc(-c2cccnc2)o1	5%	-4%[46.1 µM]	-7%	-1%	-8%	-1.1%	12%	7%

New compounds follow:
nr	Compound	TRb SRC2 PPI	NPSR antag	Tau fluor cs	TexasRed fluor	Tau FP inhib	Epigenetic derep	GLA spleen mod	CBFb-RUNX1 inh
51	COc1cc(C2SCCS2)cc(Br)c1Oc1ncccc1[N+](=O)[O-]	-9%	18%	?	-1%	7%	2.1%	0%	?
52	Cc1ccc(-c2nc(C)sc2CC(=O)OCC(=O)Nc2cccc([N+](=O)[O-])c2)cc1	2%	8%	?	-17%	-3%	0.0%	-2%	-2%
53	O=C(NCc1ccc(F)cc1)c1ccc2c(c1)nc1n2CCCCC1	2%	/	-3%	-3%	-3%	-3.5%	/	/
54	COc1ccc(C(CC(=O)N2CCCC(C)C2)c2c(OC)cc(OC)c3ccc(=O)oc23)cc1 (stereo not given)	-1%&-4%	-36%	-11%	1%&-8%	?	6.6%	-1%&1%	-6%&16%
55	Cc1cccc(N2C(=S)NC3c4cc(Cl)ccc4OC2(C)C3C(=O)N(C)C)c1 (stereo not given)	-8%	-7%	-3%	-6%	-3%	1.3%	1%	-6%
56	O=[N+]([O-])c1ccc(/C=[N+](\[O-])CCO)o1	-4%	-25%	-5%	-1%	-1%	0.4%	-22%	-1%

The list is partial (hit frequency here may not be typical).
